NSD2 inh – NSD2 histone methyltransferase inhibitors, primary screen, biochemical, AlphaScreen, single concentration, set 2; Histone-lysine N-methyltransferase NSD2 (Homo sapiens), O96028; NSD2 peptide methylation, 120 min; inhibition, % at 12.5 µM; hit rate 0.54% among 310,000; AID 743445, 2014; in the data active = inhibition above about 50%
Target sequence (O96028 whole entry, looked up): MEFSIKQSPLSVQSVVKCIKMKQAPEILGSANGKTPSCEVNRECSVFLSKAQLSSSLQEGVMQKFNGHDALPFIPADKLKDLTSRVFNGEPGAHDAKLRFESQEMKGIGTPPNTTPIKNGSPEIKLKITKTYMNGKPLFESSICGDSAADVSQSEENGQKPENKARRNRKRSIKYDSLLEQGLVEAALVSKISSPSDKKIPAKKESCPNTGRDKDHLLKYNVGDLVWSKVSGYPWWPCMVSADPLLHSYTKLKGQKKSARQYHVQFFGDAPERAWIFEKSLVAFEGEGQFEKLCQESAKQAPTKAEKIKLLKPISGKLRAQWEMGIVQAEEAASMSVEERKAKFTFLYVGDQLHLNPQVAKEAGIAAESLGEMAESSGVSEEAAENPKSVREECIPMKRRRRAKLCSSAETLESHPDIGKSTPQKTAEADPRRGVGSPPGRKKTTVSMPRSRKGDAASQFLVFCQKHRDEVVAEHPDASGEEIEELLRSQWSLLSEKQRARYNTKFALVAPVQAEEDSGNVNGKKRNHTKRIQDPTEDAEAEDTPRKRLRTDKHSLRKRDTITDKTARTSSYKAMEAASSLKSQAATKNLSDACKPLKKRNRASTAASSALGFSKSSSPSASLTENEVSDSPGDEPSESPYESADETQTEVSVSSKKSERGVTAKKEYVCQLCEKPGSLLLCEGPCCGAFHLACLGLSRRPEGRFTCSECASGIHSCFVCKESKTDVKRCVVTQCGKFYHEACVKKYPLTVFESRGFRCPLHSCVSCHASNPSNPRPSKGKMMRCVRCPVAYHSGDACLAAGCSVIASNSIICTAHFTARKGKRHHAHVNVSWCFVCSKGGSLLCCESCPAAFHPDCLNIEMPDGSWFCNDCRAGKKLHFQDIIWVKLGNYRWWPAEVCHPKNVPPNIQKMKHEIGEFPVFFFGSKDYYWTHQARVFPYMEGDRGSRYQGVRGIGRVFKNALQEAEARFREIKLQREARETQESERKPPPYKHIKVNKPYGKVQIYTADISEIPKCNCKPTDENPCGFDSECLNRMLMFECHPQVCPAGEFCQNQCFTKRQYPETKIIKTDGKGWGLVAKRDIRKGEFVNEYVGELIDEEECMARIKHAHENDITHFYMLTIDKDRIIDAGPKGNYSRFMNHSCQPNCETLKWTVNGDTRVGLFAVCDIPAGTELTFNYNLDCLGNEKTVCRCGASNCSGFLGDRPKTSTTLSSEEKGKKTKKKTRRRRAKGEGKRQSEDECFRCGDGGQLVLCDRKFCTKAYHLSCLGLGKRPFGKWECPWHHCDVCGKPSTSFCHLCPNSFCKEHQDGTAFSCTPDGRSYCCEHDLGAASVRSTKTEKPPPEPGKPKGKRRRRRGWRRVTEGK
Numbers without * were called inactive.

Screening CS(=O)(=O)c1ccc2nc(NC(=O)c3ccc(N4C(=O)CCC4=O)cc3)sc2c1 returned NSD2 inh 4.9.
`Cc1ccc2c(c1)N(Cc1ccccc1)C(=O)C(C)S2` (stereo unspecified) gave NSD2 inh -0.4.
For O=C(Nc1ccccc1)c1cc(C2COCCN2C(=O)C2CC2)on1 (stereo unspecified) the results were NSD2 inh -2.7.
For COCCN1C[C@@H](CO)O[C@@H](n2cnc3c(NCc4ccc(F)cc4)ncnc32)C1 the results were NSD2 inh -1.1.
`O=C(NN=Cc1ccc(O)cc1)c1cc(-c2ccc(Cl)cc2)n[nH]1` gave NSD2 inh 3.0.
Cn1c(=O)c2cc(NC(=S)NCc3ccccc3F)ccc2n1Cc1ccccc1 was read as NSD2 inh -1.8.
`CCCOc1ccc(-c2nc(-c3ccc(N)cc3)cs2)cc1` gave NSD2 inh 0.9.
`CC(C)NC(=O)C1(C)CCCCCN1C(=O)c1ccc(-c2ccccc2)cc1` (stereo unspecified) gave NSD2 inh -1.4.
`CCc1nc2ccc(C(=O)Nc3ccc(Cl)c(Cl)c3)cn2c1N(C)Cc1ccc(OC)cc1` gave NSD2 inh -4.6.
`CC1(Cc2ccc(C(F)(F)F)o2)C(=O)Nc2ccc(-c3cccc(C(F)(F)F)c3)cc21` (stereo unspecified) gave NSD2 inh -0.5.
`COc1ccc2[nH]c3c(N4CC(C)OC(C)C4)ncnc3c2c1` (stereo unspecified) gave NSD2 inh 1.0.
`Cc1ccc(S(=O)(=O)NC(=O)C2(C)CCN2C(=O)C2CCCCC2)cc1` (stereo unspecified) gave NSD2 inh -6.4.
Screening COC(=O)[C@H](C)NC(=O)[C@@H]1CCCN1C(=O)CNP(=O)(OCc1ccccc1)OCc1ccccc1 returned NSD2 inh -2.9.
Cn1nccc1-c1ccc(C(=O)NCc2ccc(Cl)cc2)c2occc12 was read as NSD2 inh -3.0.
`O=c1c(-c2ccccc2)nc2ccccc2n1C(CCc1ccccc1)c1nc2ccccc2[nH]1` (stereo unspecified) gave NSD2 inh -0.8.
CCC(CC)C(=O)N(C)c1c(C)nc2c(OCc3ccccc3C)cccn12 was read as NSD2 inh 0.6.
For Cc1nc2cc(C(=O)N3CCN(C(=O)C(C)(C)C)CC3)ccc2n1C1CCCC1 the results were NSD2 inh 11.2.
For O=C(NCCN1CCNC1=O)c1ccc2sc([C@@H]3O[C@H](CO)[C@H](O)[C@H](O)[C@H]3O)nc2c1 the results were NSD2 inh -1.2.
Screening CCc1cc2c(nc1CC)CCCN2S(=O)(=O)c1ccccc1 returned NSD2 inh -1.9.
`CC(=O)Nc1ccc(N=Cc2c(O)c(C(=O)Nc3ccccc3)cc3ccccc23)cc1` gave NSD2 inh -1.5.
CCCNC(=O)C1(C)CCN1C(=O)C1(c2ccccc2)CC1 (stereo unspecified) was read as NSD2 inh -1.4.
For O=C(NCc1ccc(F)cc1)c1cc(C2CCCN(C(=O)c3ccc4c(c3)CCO4)C2)on1 (stereo unspecified) the results were NSD2 inh 0.6.
For O=C1CSc2ccc(C(=O)N3CCCC(C(=O)N4CCCC4)C3)cc2N1 (stereo unspecified) the results were NSD2 inh 6.2.
COc1ccccc1C(NC(=O)C1CCN(CCOc2ccc3ccccc3c2)CC1)c1ccccn1 (stereo unspecified) was read as NSD2 inh 0.7.
For O=C(O)C1CCCN1C(=O)c1cccc(Cl)c1 (stereo unspecified) the results were NSD2 inh 6.0.
Screening CCCCNC(=O)c1nn2cc(Br)cnc2c1Br returned NSD2 inh -2.3.
`CCCS(=O)(=O)NC(=O)C1(C)CCN(C(=O)c2cccnc2Oc2ccccc2)C1` (stereo unspecified) gave NSD2 inh -0.2.
For COC(=O)c1cccc(CN2C(=O)C(C)Sc3ccc(C)cc32)c1 (stereo unspecified) the results were NSD2 inh -1.8.
CN(C(=O)CN1C(=O)NC2(CCc3ccccc32)C1=O)C1CCCCC1 (stereo unspecified) was read as NSD2 inh 0.3.
For C[C@@H]1CN([C@@H](C)CN(C)C)C(=O)c2cc(NC(=O)Nc3ccccc3)ccc2O[C@@H](C)CCCCO[C@H]1CN(C)S(=O)(=O)c1ccc(F)cc1 the results were NSD2 inh -1.3.
For O=C(NCc1cccnc1)C1Cc2c(-c3ccc(Cl)cc3)ccnc2O1 (stereo unspecified) the results were NSD2 inh 8.5.
For OCc1ccccc1OCc1ccccc1 the results were NSD2 inh 0.0.
`O=C(O)c1cccc(S(=O)(=O)NCC(=O)N2CCN(c3ccccn3)CC2)c1` gave NSD2 inh -1.6.
For CC(=O)Nc1cc(-c2cccc(C(=O)NCCN(C)C)c2)cn2c(-c3ccccc3)cnc12 the results were NSD2 inh 13.1.
`CCn1c(SCC(=O)Nc2ccc(S(=O)(=O)Nc3cc(C)nc(C)n3)cc2)nc2sc(C)c(C)c2c1=O` gave NSD2 inh 2.4.
`CCCOc1ccc(F)cc1-c1cc(C(=O)Nc2ccc(OC)c(OC)c2)[nH]n1` gave NSD2 inh 0.7.

Retrieved by compound from above, two records:
`CC(C)NC(=O)C1(C)CCCCCN1C(=O)c1ccc(-c2ccccc2)cc1` (stereo unspecified) gave NSD2 inh -1.4.
`COc1ccc2[nH]c3c(N4CC(C)OC(C)C4)ncnc3c2c1` (stereo unspecified) gave NSD2 inh 1.0.

Returning to the listing; the four compounds before the break are reprinted first.
`O=C(O)c1cccc(S(=O)(=O)NCC(=O)N2CCN(c3ccccn3)CC2)c1` gave NSD2 inh -1.6.
For CC(=O)Nc1cc(-c2cccc(C(=O)NCCN(C)C)c2)cn2c(-c3ccccc3)cnc12 the results were NSD2 inh 13.1.
`CCn1c(SCC(=O)Nc2ccc(S(=O)(=O)Nc3cc(C)nc(C)n3)cc2)nc2sc(C)c(C)c2c1=O` gave NSD2 inh 2.4.
`CCCOc1ccc(F)cc1-c1cc(C(=O)Nc2ccc(OC)c(OC)c2)[nH]n1` gave NSD2 inh 0.7.
CC(C)C(N)c1csc(Nc2ccc(S(C)(=O)=O)cc2)n1 (stereo unspecified) was read as NSD2 inh -0.4.
CCc1nc2ccc(C(=O)Nc3cccc(OC)c3)cn2c1N(C)Cc1ccc(OC)cc1 was read as NSD2 inh 0.5.
COc1ccc(-n2c(SCC(=O)Nc3ccc4c(c3)OCCO4)nnc2-c2ccc(Cl)cc2)cc1 was read as NSD2 inh 3.1.
Screening Cc1ccc(-c2nc(C3CCCN(S(=O)(=O)c4ccc(Br)s4)C3)no2)cc1 (stereo unspecified) returned NSD2 inh -7.7.
Screening CC(=O)Nc1ccc(-c2ccnc3c2CC(C(=O)NCC2CCOCC2)O3)cc1 (stereo unspecified) returned NSD2 inh 0.0.
`Cc1nn(-c2ccccc2)c2sc(C(=O)NCCc3ccc(Cl)cc3)cc12` gave NSD2 inh 0.5.
For Cc1cccc(-c2nnc(SCC(=O)Nc3cccc4ccccc34)n2Cc2ccco2)c1 the results were NSD2 inh 3.1.
Screening CCC(=O)N1CCC1(C)C(=O)Nc1cccc(OC)c1 (stereo unspecified) returned NSD2 inh 0.7.
CCOC(=O)C1(C)CCCN(C(=O)c2ccc(C)c(F)c2)C1 (stereo unspecified) was read as NSD2 inh -1.4.
Cc1ccc(-n2c(SCC(=O)Nc3ccc(S(=O)(=O)Nc4nccs4)cc3)nnc2-c2cccnc2)cc1 was read as NSD2 inh 6.2.
CC(C)CNC(=O)OCc1cn(Cc2ccc(F)cc2)nn1 was read as NSD2 inh -0.5.
For c1csc(CNc2ccn3nc(-c4ccc(OCCN5CCOCC5)cc4)cc3n2)c1 the results were NSD2 inh 2.3.
`CC(=O)N(O)c1ccc(C=Cc2ccccc2)cc1` gave NSD2 inh 1.6.
For O=C(Nc1cccc2cccnc12)c1ccc2sc([C@@H]3O[C@H](CO)[C@H](O)[C@H](O)[C@H]3O)nc2c1 the results were NSD2 inh -2.2.
Screening CN1CCN(c2ccc(CNC(=O)c3ccc(-c4ccnn4C)c4ccoc34)cc2)CC1 returned NSD2 inh 1.6.
`COc1ccc(N2C(=O)c3n[nH]c(C)c3C2c2ccc(F)cc2)cc1` (stereo unspecified) gave NSD2 inh 0.5.
Cc1ccc(C(O)c2ncc(-c3cccc(C(F)(F)F)c3)[nH]2)cc1 (stereo unspecified) was read as NSD2 inh 3.6.
Screening COc1cccc(CNC(=S)Nc2ccc3c(c2)c(=O)n(C)n3Cc2ccccc2)c1 returned NSD2 inh -5.5.
For Cc1ccc2c(c1)N(CCCC(=O)NCc1cccs1)C(=O)CO2 the results were NSD2 inh -3.1.
Screening CNc1nc(Nc2ccc(C(=O)OC)cc2)c2sccc2n1 returned NSD2 inh 11.4.
`COc1ccc(CCCNC(=O)C2Cc3c(-c4ccc(NC(C)=O)cc4)ccnc3O2)cc1` (stereo unspecified) gave NSD2 inh 1.3.
`COc1ccc(CCN2C(=O)CCC3=C2CCC3=O)cc1OC` gave NSD2 inh -1.5.
For CC(C)N(c1ccccc1)c1ccc(NC(=O)[C@@H]2O[C@H](CO)[C@@H](O)[C@H]2O)cc1 the results were NSD2 inh 1.9.
CC(=O)Nc1cccc(-c2ccnc3c2CC(C(=O)NCc2cccs2)O3)c1 (stereo unspecified) was read as NSD2 inh -4.7.
`O=C(Nc1ccccc1)OCCc1ccccc1` gave NSD2 inh -15.4.
For CCCc1cnc(Nc2nc(C(N)Cc3ccc(OC)cc3)cs2)nc1 (stereo unspecified) the results were NSD2 inh 0.6.
`COc1ccc(C=NNC(=O)c2ccncc2)cc1` gave NSD2 inh 0.1.
For COc1cccc(CNc2nc3cc(-c4cccc(Cl)c4)sc3c(=O)n2C)c1 the results were NSD2 inh -2.5.
Screening O=C(N/N=C\c1ccco1)c1cncc(Br)c1 returned NSD2 inh -4.3.
CC1(C(=O)NS(=O)(=O)c2ccccc2Cl)CCN1C(=O)C/C=C/c1ccccc1 (stereo unspecified) was read as NSD2 inh -0.2.
`OC(c1ccc(-c2ccccc2)cc1)c1ncc(-c2ccccc2F)[nH]1` (stereo unspecified) gave NSD2 inh 3.0.
Screening Cc1ccc(-n2c(Cc3cccs3)nnc2SCc2ccc(Br)cc2)cc1 returned NSD2 inh 0.6.
For CN(c1ccc(NC(=O)CCc2cn(Cc3ccc(Br)cc3)c3ccccc23)cc1)c1ccccn1 the results were NSD2 inh 1.5.
For Cn1nc(C(C)(C)C)cc1NC(=O)C1(C)CCN1C(=O)Cc1ccc(-c2ccccc2)cc1 (stereo unspecified) the results were NSD2 inh 3.7.
COc1ccc(NC(=O)C2(C)Cc3c(-c4ccc(C(N)=O)cc4)ccnc3O2)cc1OC (stereo unspecified) was read as NSD2 inh 3.2.
O=C(NC(c1ccc(Cl)cc1)c1cnccn1)C1CCN(CCCOc2ccccc2)CC1 (stereo unspecified) was read as NSD2 inh 2.4.

Compounds shown so far with a COOH group, in the order listed:
For O=C(O)C1CCCN1C(=O)c1cccc(Cl)c1 (stereo unspecified) the results were NSD2 inh 6.0.
`O=C(O)c1cccc(S(=O)(=O)NCC(=O)N2CCN(c3ccccn3)CC2)c1` gave NSD2 inh -1.6.

As a short view, some entries already given.
`O=C(Nc1ccccc1)OCCc1ccccc1` gave NSD2 inh -15.4.
For CCCc1cnc(Nc2nc(C(N)Cc3ccc(OC)cc3)cs2)nc1 (stereo unspecified) the results were NSD2 inh 0.6.

(further entries)
Screening OC(c1ccc(Cl)cc1)c1ncc(-c2ccc(Oc3ccccc3)cc2)[nH]1 (stereo unspecified) returned NSD2 inh -0.5.
Screening Cc1[nH]c2ccccc2c1C(=O)CSc1nc2ccccc2c(=O)n1-c1ccccc1F returned NSD2 inh -7.0.
`Cc1cscc1-c1nc(NCC2CC2)nc2ccsc12` gave NSD2 inh 11.1.
For CCOC(=O)C1(C)CCCN1C(=O)c1cccc(OC)c1 (stereo unspecified) the results were NSD2 inh 0.1.
`COc1ccc(-n2c(SCC(=O)Nc3ccc4c(c3)OCCO4)nnc2-c2ccccc2)cc1` gave NSD2 inh -2.0.
For CSc1ccc(OC2(C)CCN(Cc3cc4ccccc4o3)C2)cc1 (stereo unspecified) the results were NSD2 inh 0.3.
`Cc1cccc(C(O)c2ncc(-c3ccccc3F)[nH]2)c1C` (stereo unspecified) gave NSD2 inh 2.8.
Screening NCc1csc(Nc2nncc3ccccc23)n1 returned NSD2 inh 0.8.
For COCCNC(=O)C1CCCN(Cc2cccc(C#N)c2)CC1 (stereo unspecified) the results were NSD2 inh 6.5.
CC1(C(=O)NS(=O)(=O)c2ccccc2C(F)(F)F)CCN1C(=O)C1CCCCC1 (stereo unspecified) was read as NSD2 inh -6.2.
Screening CN(C)S(=O)(=O)c1cccc(C(=O)N/N=C\c2ccccc2[N+](=O)[O-])c1 returned NSD2 inh 0.9.
Screening Cc1nn(-c2ccccc2)c2sc(C(=O)NCc3ccc4c(c3)OCO4)cc12 returned NSD2 inh -2.9.
For Cc1ccc(NC(=O)C2(C)CCN2C(=O)Cc2ccc(C(C)C)cc2)cc1 (stereo unspecified) the results were NSD2 inh -2.7.
For O=C(Nc1ccc(F)cc1)OCc1cn(Cc2cccc(C(F)(F)F)c2)nn1 the results were NSD2 inh -1.5.
CCCOc1ccc(C(=O)CCC(=O)OCC(=O)Nc2ccc(OCC)cc2)cc1 was read as NSD2 inh 0.0.
Screening COc1cccc(CN2CCC(C(=O)NC(C)c3cccc4ccccc34)CC2)c1 (stereo unspecified) returned NSD2 inh 0.3.
`O=C1C=C(OCCF)CC(c2cccc(Cl)c2)O1` (stereo unspecified) gave NSD2 inh 1.2.
O=C(CSC(=S)N1CCOCC1)Nc1nc(=O)c2ccccc2s1 was read as NSD2 inh -3.3.
Screening CCCCN(C=O)c1c(CC)nc2c(OCc3ccc(S(C)(=O)=O)cc3)cccn12 returned NSD2 inh 3.7.
`CCc1nc2ccc(C(=O)N3CCN(C(=O)c4ccco4)CC3)cn2c1N(C)Cc1nccn1C` gave NSD2 inh 1.3.
For COc1cccc(C2NC(=S)N(Cc3ccc(F)cc3)C(C)=C2C(C)=O)c1 (stereo unspecified) the results were NSD2 inh 1.1.
Screening CC(=O)Nc1cc(-c2ccc(N(C)C)cc2)cn2c(-c3ccc(F)cc3)cnc12 returned NSD2 inh 1.1.
Screening CCC(c1nc2ccccc2[nH]1)n1c(=O)c(-c2ccccc2)nc2ccccc21 (stereo unspecified) returned NSD2 inh 0.8.
`CNc1ccc(-c2cccc(C#N)c2)cn1` gave NSD2 inh -7.1.
For COC(CNC(=O)[C@H](Cc1ccccc1)NCC(=O)NC1CCCCC1)OC the results were NSD2 inh -2.7.
`NCCCCC(C(=O)O)N(C(=O)OCc1ccccc1)C(=O)OCc1ccccc1` (stereo unspecified) gave NSD2 inh -3.2.

Source: PubChem BioAssay

The list is partial; the hit share may differ from the screen's.
